GPR7 antagonist: antagonists of human GPR7 (neuropeptides B/W receptor 1); P48145; GPR7-expressing cells, fluorescence antagonist assay; inhibition, % at 4.4 µM; actives 1.1% (n = 290,000); in the data active = inhibition above about 16%, passing the limit was not always enough;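 note: cells stimulated with the agonist NPW; 0% = agonist with vehicle and 100% = vehicle without agonist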
VIM-2 inhibitor: blocks Pseudomonas aeruginosa VIM-2 metallo-beta-lactamase; purified VIM-2, nitrocefin hydrolysis, epi-absorbance fluorescence; actives 0.89% (n = 290,000); inhibition, % at 5.6 µM;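 active = inhibition above the mean of all tested compounds plus 3 SD, cutoff set per screening run, cut at about 7.5% in these data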;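 note: red hydrolysis product quenches plate fluorescence so inhibitors raise well fluorescence; 0% = enzyme with DMSO and 100% = DMSO without enzyme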
IDE cell inh: inhibitors of human insulin-degrading enzyme in cells; HEK cells, FAbetaB cleavage, fluorescence polarization; AID 434962; inhibition, % at 5.59 µM; P14735; actives 0.41% (n = 320,000);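 active = percent inhibition above the average of all tested compounds plus 3 SD, set per screening campaign, cut at about 16% in these data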;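 note: IDE supplied by intact live HEK cells; FP after avidin binding of uncleaved biotin substrate so inhibition keeps polarization high; 0% = DMSO wells and 100% = 60 µM reference IDE inhibitor Ii1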
Target sequence (P14735 whole entry, looked up): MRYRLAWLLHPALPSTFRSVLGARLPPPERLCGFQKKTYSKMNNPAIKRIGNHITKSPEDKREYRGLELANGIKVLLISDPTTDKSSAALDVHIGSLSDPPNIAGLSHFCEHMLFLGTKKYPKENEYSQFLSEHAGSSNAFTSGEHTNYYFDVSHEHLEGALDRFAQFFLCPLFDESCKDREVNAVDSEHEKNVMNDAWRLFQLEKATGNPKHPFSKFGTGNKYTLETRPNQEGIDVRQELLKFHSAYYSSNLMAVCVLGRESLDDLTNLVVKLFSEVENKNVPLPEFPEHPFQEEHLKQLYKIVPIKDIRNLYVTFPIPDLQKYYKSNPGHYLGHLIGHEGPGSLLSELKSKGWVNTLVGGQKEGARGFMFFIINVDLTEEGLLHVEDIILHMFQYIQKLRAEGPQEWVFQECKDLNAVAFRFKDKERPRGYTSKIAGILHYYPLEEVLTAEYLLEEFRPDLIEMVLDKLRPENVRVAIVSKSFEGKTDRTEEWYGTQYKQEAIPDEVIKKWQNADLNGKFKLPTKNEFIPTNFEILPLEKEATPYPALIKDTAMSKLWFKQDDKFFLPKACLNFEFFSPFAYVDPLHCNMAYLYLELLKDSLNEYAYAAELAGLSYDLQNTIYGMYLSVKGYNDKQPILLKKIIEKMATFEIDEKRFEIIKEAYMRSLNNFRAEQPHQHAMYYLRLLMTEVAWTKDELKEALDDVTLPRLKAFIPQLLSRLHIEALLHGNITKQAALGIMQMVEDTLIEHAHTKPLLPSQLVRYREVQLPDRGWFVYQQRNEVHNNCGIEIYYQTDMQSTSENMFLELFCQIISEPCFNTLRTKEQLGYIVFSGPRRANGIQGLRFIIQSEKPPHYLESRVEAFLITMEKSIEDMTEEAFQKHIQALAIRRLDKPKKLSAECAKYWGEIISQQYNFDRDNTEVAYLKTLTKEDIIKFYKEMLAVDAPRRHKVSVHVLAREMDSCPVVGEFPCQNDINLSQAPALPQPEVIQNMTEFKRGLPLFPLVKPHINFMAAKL
M18AAP inhibitor: blocks P. falciparum M18 aspartyl aminopeptidase; actives 1.2% (n = 290,000); recombinant PfM18AAP, H-Glu-NHMec fluorogenic cleavage; inhibition, % at 7.35 µM;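 active = inhibition above the campaign mean inhibition over all tested compounds plus 3 SD, cut at about 28% in these data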;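 note: 0% = plate median of test compound wells and 100% = 2 mM ZnCl2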
IDE act: boosts human insulin-degrading enzyme activity in HEK cells; P14735; FAbeta-B cleavage, fluorescence polarization; 0% vehicle, 100% cell-free pure enzyme wells; activation, % at 5.96 µM; actives 0.073% (n = 340,000); AID 493087;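 active = activation above the mean of all tested compounds plus 3 SD, set per screening campaign, cut at about 17% in these data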
NALP1 yeast inh: NALP1 inhibition. actives 0.61% (n = 280,000). AID 2071. inhibition, % at 10 µM. S. cerevisiae NALP1/ASC/caspase-1 growth, X-gal OD620, 72 h; in the data active = inhibition mostly above about 24%, no sharp cut-off; inactive = mostly below about 32%; note: some compounds called inactive have numbers as strong as hits
p-CIP stab down: compounds decreasing mouse p/CIP protein stability. F442A p/CIP-EGFP cells, EGFP fluorescence, 16 h. actives 0.01% (n = 290,000). Q05BA5. decrease of EGFP signal, % at 10 µM. AID 1984;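 active = EGFP signal decrease of at least 30% at 10 µM or well 3 SD below plate mean, unless failing retest; inactive = the rest, including hits failing retest or dose response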; note: some compounds called inactive have numbers as strong as hits; many of its hits are not listed in these tables
PHOSPHO1 inh: inhibitors of human PHOSPHO1 phosphatase | inhibition, % at 13.3 µM | AID 1565 | Q8TCT1 | recombinant PHOSPHO1, absorbance phosphatase assay | actives 1.1% (n = 290,000); in the data active = inhibition above about 60%
IMP-1 inh: blocks Pseudomonas aeruginosa IMP-1 metallo-beta-lactamase; purified IMP-1, nitrocefin hydrolysis, epi-absorbance fluorescence; inhibition, % at 5.6 µM; actives 0.45% (n = 290,000); AID 1556;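 active = inhibition above the mean plus 3 SD of all compounds in the same screening run, cut at about 4.5% in these data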;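 note: 0% = IMP-1 with DMSO and 100% = DMSO wells lacking enzyme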
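Assay system: purified IMP-1; Quantity: IMP-1 0.2 nM before substrate addition; Medium: HEPES buffer pH 7.1 with ZnSO4 and Brij 35; Incubation: 15 min enzyme–compound preincubation, then 25 min nitrocefin reaction, 25 °C; Signal: fluorescence quenching readout, ex 480/em 530 nm; Controls: DMSO with and without IMP-1; Repeats: singlicate testing.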
* marks the source's active call; other numbers are inactive results; / = not tested or not shown. Outcome played no part in choosing rows; about 5.3% have a hit in one of these screens.

SMILES	GPR7 antagonist	VIM-2 inhibitor	IDE cell inh	M18AAP inhibitor	IDE act	NALP1 yeast inh	p-CIP stab down	PHOSPHO1 inh	IMP-1 inh
CC(C)C1Cc2nc(Cl)c(C#N)cc2CO1 (centres undefined)	-6	1.9	0	-14	4	10	2	32	-0.6
COCCN(CCOC)c1ncc(Cl)c(C(=O)c2c(C)cc3ccccn23)n1	-4	-1.2	5	1	0	-8	10	14	-1.4
CCN1CCN(c2cc(C)c3cc(NC(=O)c4cncc(Br)c4)ccc3n2)CC1	13	2.5	-7	6	-5	2	7	24	0.2
c1ccc2c(N3CCCCC3)ncnc2c1	3	-0.9	9	6	-1	5	-1	-18	-1.5
COc1cc(/C=C(/C#N)C(=O)c2c(C)[nH]c3ccccc23)ccc1OCC#N	2	-2.0	-2	16	6	/	-14	39	-2.1
Cc1nnc(SCC(=O)Nc2nccs2)n(N)c1=O	7	-0.8	-4	4	1	19	5	32	-0.7
CCOC(=O)/C(=N/Nc1ccc(C)cc1)S(=O)(=O)c1ccc(Cl)cc1	-5	-1.4	-1	2	0	22	-6	14	-1.6
CCN1CCN(Cc2cc(=O)oc3cc4c(cc23)CCC4)CC1	-6	13*	-2	7	3	20	-7	-9	-3.6
Cc1ccc(NS(=O)(=O)c2cccc(C(=O)Nc3c(C)n(C)n(-c4ccccc4)c3=O)c2)cc1	-19	-2.4	-5	-10	/	4	-4	0	-3.2
COc1ccc(CC2=CC(=O)c3ccccc3C2=O)cc1	-4	-1.1	46*	-30	-28	-8	-56	24	-2.4
Cc1ccc(S(=O)(=O)NC(=O)Nc2cccc([N+](=O)[O-])c2)cc1	2	0.0	-3	-10	4	2	-17	31	-2.0
Cc1nn(C)c(C)c1S(=O)(=O)N1CCC(C(=O)NC2CCCCCC2)CC1	-8	-3.6	1	-1	2	28	4	-14	-3.1
Cc1ccc(S(=O)(=O)N2CCCCC2)cc1NC(=O)CSc1ncnc2ccccc12	-17	-1.3	3	-1	-10	17	7	-16	-2.2
COc1ccc(Nc2nc(OC)nc(OC)n2)cc1	-19	-0.8	2	-11	1	8	-19	/	-3.6
O=C(O)c1ccccc1NS(=O)(=O)c1cccc(C(F)(F)F)c1	2	0.9	-3	3	-5	15	-9	-11	-4.0
CCOC(=O)c1c(C#N)c(SCC(=O)Nc2ccc(OC)cc2)nc2c1CN(CC)CC2	7	-1.8	-1	-13	-4	-9	-4	29	-0.4
COc1ccc(CNC(=O)CSc2nnnn2-c2ccccc2)cc1	1	-0.9	1	-1	0	-2	-1	-14	-1.8
CC(=O)Nc1ccc(S(=O)(=O)Nc2ccc3ccccc3n2)cc1	-1	-2.2	5	0	8	2	2	10	-1.2
COc1ccc(CCNC(=O)c2nnn(-c3ccc4c(c3)OCCO4)c2N)cc1OC	8	-4.4	0	-3	-1	8	4	26	-2.6
COc1cc(CCC(=O)Nc2c(C(=O)N3CCN(c4ccccc4OC)CC3)oc3ccccc23)on1	-13	-1.4	4	0	0	14	1	6	-1.9
CCOc1cccc(-c2nnc3sc(COc4ccc(OC)cc4)nn23)c1	-11	-1.5	7	-10	-1	/	-13	10	-2.6
COCCNC(=O)CN(CC1CCCO1)C(=O)CCC(=O)Nc1ccccn1 (centres undefined)	-2	-1.6	1	-6	4	12	-3	-7	-4.3
CC(=O)NNC(=O)CN1C(=O)/C(=C/c2ccccc2)SC1=S	21*	5.5	0	34*	5	/	-6	16	9.6*
Cc1nc2ccccc2c2ncccc12	-8	4.6	0	-10	0	25	2	14	0.6
O=C(NC1CCCCC1)c1cc([N+](=O)[O-])ccc1N1CCCC1	12	-2.6	7	5	8	-12	-21	31	-4.7

Profiles, looked up by structure.
Profile of Cc1ccc(S(=O)(=O)NC(=O)Nc2cccc([N+](=O)[O-])c2)cc1 → GPR7 antagonist = 2; VIM-2 inhibitor = 0.0; IDE cell inh = -3; M18AAP inhibitor = -10; IDE act = 4; NALP1 yeast inh = 2; p-CIP stab down = -17; PHOSPHO1 inh = 31; IMP-1 inh = -2.0
Profile of CCOc1cccc(-c2nnc3sc(COc4ccc(OC)cc4)nn23)c1 → GPR7 antagonist = -11; VIM-2 inhibitor = -1.5; IDE cell inh = 7; M18AAP inhibitor = -10; IDE act = -1; NALP1 yeast inh = /; p-CIP stab down = -13; PHOSPHO1 inh = 10; IMP-1 inh = -2.6
Profile of COCCN(CCOC)c1ncc(Cl)c(C(=O)c2c(C)cc3ccccn23)n1 → GPR7 antagonist = -4; VIM-2 inhibitor = -1.2; IDE cell inh = 5; M18AAP inhibitor = 1; IDE act = 0; NALP1 yeast inh = -8; p-CIP stab down = 10; PHOSPHO1 inh = 14; IMP-1 inh = -1.4

Following part.
SMILES	GPR7 antagonist	VIM-2 inhibitor	IDE cell inh	M18AAP inhibitor	IDE act	NALP1 yeast inh	p-CIP stab down	PHOSPHO1 inh	IMP-1 inh
O=C(CSc1nc2ccccc2nc1N1CCCCC1)N1CCN(c2ccccc2)CC1	7	-2.7	-2	1	-3	4	-11	36	-2.0
Cc1ccc(S(=O)(=O)Cn2nnnc2CN(Cc2ccco2)CC2CCCO2)cc1 (centres undefined)	-5	-3.0	0	5	-1	/	-1	-11	-1.2
O=C(C1=C[C@@H](c2ccc(C(F)(F)F)cc2)C[C@@H](OCCCCO)O1)N1CCN(Cc2ccccc2)CC1	-10	-2.3	-1	4	-1	-10	-6	12	-3.5
CCOc1cc(/C=C(\C#N)c2nc(-c3cccs3)c(NC(C)=O)s2)ccc1O	7	-0.9	11	7	14	16	-239	1	-1.2
Cc1ccc(C)c(Nc2ncnc(N)c2[N+](=O)[O-])c1	-5	2.8	4	0	6	15	-25	-18	-2.6
COc1ccc(-c2cc(C(F)(F)F)n3nc(C(=O)NCCCn4ccnc4)cc3n2)cc1	-3	29*	-3	4	-1	5	-9	-9	-3.4
CCS(=O)(=O)c1ccc(O)c(NC(=O)CCCC(=O)O)c1	6	-0.5	4	0	2	/	4	27	-1.0
C/C(=C\C(=O)c1ccc(C)o1)Nc1ccc(C(=O)O)cc1C	-2	-3.9	0	6	5	36	-4	-17	-3.3
Cc1onc(-c2ccccc2)c1CNS(=O)(=O)c1ccccc1[N+](=O)[O-]	0	-0.3	13	-16	5	13	-6	16	-2.0
COc1ccc(CSc2nc(C)cc(C)c2S(C)(=O)=O)cc1	8	-1.3	1	29*	8	-40	-5	37	-3.8
CCOC(=O)C1=C(COc2ccc(C)cc2)NC(=O)NC1c1cc(C)ccc1C (centres undefined)	-3	-0.8	4	-4	3	15	-14	-2	-0.9
CN(C)CCN(C(=O)c1ccc2ccccc2c1)c1nc2c(F)cc(F)cc2s1	-6	-2.3	4	0	2	18	-12	2	-1.0
O=[N+]([O-])c1cc(S(=O)(=O)Nc2cccc(Cl)c2)ccc1N/N=C/c1ccc(N2CCOCC2)cc1	-4	-1.0	-3	-1	6	/	-12	0	-2.5
O=C1C(Cc2ccc(F)cc2)SC(=Nc2ccccc2)N1c1ccccc1 (centres undefined)	-4	-2.8	0	3	-7	3	5	-7	-2.9
CN1C(=O)C2ON(c3ccccc3)C(c3cccs3)C2C1=O (centres undefined)	-10	-1.2	7	0	0	-5	-3	17	-1.9
CCOC(CCn1ccc(O)c(Cc2ccc(Cl)cc2)c1=O)OCC	-8	-2.7	-2	-2	-3	-44	2	/	-3.9
CCN(CC)S(=O)(=O)c1ccc(OCC2CCCCO2)c([N+](=O)[O-])c1 (centres undefined)	3	-1.2	-2	2	1	16	-6	4	-1.9
COc1ccc(-c2nc(CS(=O)(=O)CC(=O)NCc3cccc(OC)c3OC)c(C)o2)cc1	-9	-1.6	1	-7	-4	-2	0	28	-1.5
Cc1ccc(S(=O)(=O)N(C)c2ccccc2C(=O)Nc2c(F)cccc2F)cc1	-11	-0.8	2	1	5	-12	-9	34	-4.5
NC(=NC1CCCCC1)c1ccc([N+](=O)[O-])cc1	5	-2.6	6	-2	-1	44*	0	37	0.2
C/C(CC(=O)Nc1ccc2c(c1)OCCO2)=N\NC(=O)c1ccccn1	-2	-2.1	-3	3	1	-28	18	20	-6.5
NCCc1ccc(O)c(O)c1	-2	-1.5	-1	73*	0	28	-9	-11	-0.8
Cc1cccc(N2CCN(Cc3cc(=O)n4ccsc4n3)CC2)c1C	-10	-4.9	8	3	-3	10	0	26	-2.0
Cc1ccc(-n2nc3c(=O)n(C(C)C(=O)NCc4ccccc4Cl)nc(C)c3c2C)cc1 (centres undefined)	-5	-7.6	3	0	5	3	-12	47	-4.6
O=C(Nc1ccccc1C(=O)N/N=C/c1ccco1)c1ccc(Cl)cc1	-7	-5.1	-3	1	1	20	8	-15	-3.0

The listing continues:
SMILES	GPR7 antagonist	VIM-2 inhibitor	IDE cell inh	M18AAP inhibitor	IDE act	NALP1 yeast inh	p-CIP stab down	PHOSPHO1 inh	IMP-1 inh
CC(C)CN1C(=O)c2ccccc2C1(O)Cc1ccccc1 (centres undefined)	2	-2.4	8	-3	2	20	4	0	-1.4
Cc1c(Cl)cccc1NC(=S)N1CCN(C(=O)C2CCCO2)CC1 (centres undefined)	-1	-1.2	5	-6	2	15	-9	19	-1.1
O=C(NC1CCCC1)C(c1ccncc1)N(C(=O)c1csnn1)c1ccc(Cl)cc1 (centres undefined)	10	-2.8	2	4	-3	11	3	19	-4.5
CCCS(=O)(=O)NCCc1cc2cc(C)c(C)cc2[nH]c1=O	0	1.2	3	-4	0	14	-1	9	1.4
O=C(Nc1ccnn1C1CCN(Cc2cc3ccccc3[nH]2)CC1)C1CCOC1 (centres undefined)	82*	1.8	2	11	-2	-2	16	8	-1.6
CCC(=O)Nc1ccc(C(=O)CSc2nnc(-c3ccc(O)cc3)n2CC2CCCO2)cc1OC (centres undefined)	-2	-3.1	3	-8	-1	0	-3	30	0.7
Cc1cc[n+](CC(=O)c2ccc(NC(=O)c3ccccc3)cc2)c2ccccc12	-11	-2.5	-5	-1	-7	18	2	0	-3.1
CC1CCc2nc(NC(=O)CSc3nc4ccccc4o3)sc2C1 (centres undefined)	-3	-2.9	2	12	1	22	-9	-3	-3.6
COc1cccc(/C=N/NC(=O)c2oc3nc(-c4ccccc4)cc(-c4ccco4)c3c2N)c1	-12	-1.8	10	-4	7	/	-18	27	-1.8
CNc1c([N+](=O)[O-])cnn1-c1ccc(C)cc1	8	0.2	-1	-10	8	1	-13	1	-2.0
CC1=NN(Cc2ccccc2)C(=O)/C1=C\c1ccc(N(C)C)cc1	2	-6.0	-1	0	4	/	-6	-9	-8.7
O=C1CCCc2ccccc2N1Cc1c(Cl)cccc1Cl	-14	-2.1	-1	-5	0	32	-8	7	-2.5

Compounds from the list above with a CF3 group:
SMILES	GPR7 antagonist	VIM-2 inhibitor	IDE cell inh	M18AAP inhibitor	IDE act	NALP1 yeast inh	p-CIP stab down	PHOSPHO1 inh	IMP-1 inh
O=C(O)c1ccccc1NS(=O)(=O)c1cccc(C(F)(F)F)c1	2	0.9	-3	3	-5	15	-9	-11	-4.0
O=C(C1=C[C@@H](c2ccc(C(F)(F)F)cc2)C[C@@H](OCCCCO)O1)N1CCN(Cc2ccccc2)CC1	-10	-2.3	-1	4	-1	-10	-6	12	-3.5
COc1ccc(-c2cc(C(F)(F)F)n3nc(C(=O)NCCCn4ccnc4)cc3n2)cc1	-3	29*	-3	4	-1	5	-9	-9	-3.4

Compound activity from PubChem BioAssay.
